Screening data: PubChem, National Center for Advancing Translational Sciences (NCATS)
Pol kappa inh = DNA polymerase kappa (human) inhibition. AID 588579. Potency, µM (titrated, usually from 107 µM), for inactives: top-dose activity, negative = inhibition, actives largely listed as inhibitors. 400,000 tested, 0.53% active. purified Pol kappa, fluorescent DNA synthesis assay, 10 min; also: potency is read from the fitted curve at half-maximal effect; % is scaled to controls: 0 for no effect and ±100 for the full control effect
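Readout: fluorescence, taken kinetically at 0 and 10 min. Conditions: 10 nM Pol kappa, 15 min RT compound preincubation, 50 nM substrate final. Controls: enzyme-free buffer wells.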
ERG-DNA inh = ERG Ets/DNA interaction inhibition. P11308. fluorescence polarization, His-ERG Ets domain / labelled DNA. Potency, µM (series often up to 76.9 µM), without a hit: top-dose FP activity, negative = inhibition, actives largely listed as inhibitors. 370,000 tested, 0.028% active; active = well fitted inhibition curve with a large enough effect in the polarisation, with a control signal flat; inconclusive = small, poorly fitted or top-dose-only effect, or effect the other way, or a change in a side signal; inactive = no such curve, though single readings can be large or run the other way; the % refers to the polarisation;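 also: polarization taken with two DNA probes labelled with fluorescein and Texas red; potency is read from the fitted curve at half-maximal effect; % of control where 0% means no effect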
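His-tagged ERG Ets domain (1 uM in the protein solution; 300mM KCl, 50mM Tris-HCl, 1mM EDTA, 1mM DTT, pH 7.5) received compound, then a probe mix of 5 nM fluorescein-DNA and 100nM Texas-615-DNA. Fluorescence polarization was read for both dyes.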
Pol beta inh = blocks human DNA polymerase beta activity | P06746 | Pol beta primer extension/strand displacement, fluorescence kinetic | Potency, µM (titrated, usually from 114 µM), for inactives: at the top dose activity change, negative = inhibition, actives largely listed as inhibitors | 340,000 tested, 1.3% active | AID 485314; also: potency is read from the fitted curve at half-maximal effect; % is scaled to controls: 0 for no effect and ±100 for the full control effect
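Enzyme-only controls used 10 nM Pol beta; buffer lacking enzyme served as negative control. Compound preincubated 15 min, then 50 nM substrate added; 0 and 10 min reads at room temperature.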
12-LOX inh = blocks human arachidonate 12S-lipoxygenase | P18054 | purified 12hLO, xylenol orange hydroperoxide absorbance | Potency, µM (doses to about 108 µM), for the others: at the top dose activity change, negative = inhibition, usual class: inhibitors | 580,000 tested, 1.1% active; also: potency is read from the fitted curve at half-maximal effect; % is scaled to controls: 0 for no effect and ±100 for the full control effect
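Purified human 12hLO (150 nM final) in 25 mM Hepes, 0.01% Triton X-100, pH 7.0 was preincubated 15 min at room temperature with compound. Then 40 uM arachidonic acid was added, 30 min. Hydroperoxide was read by Fe-XO absorbance ratio 573/405 nm.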
TRHR agonist = activates the human TRH receptor; activation, % at 2 µM; 360,000 tested, 0.18% active; P34981; TRHR cells, calcium flux fluo-8, FDSS agonist mode; in the data active = activation above about 30%; also: 0% is about no effect
Target sequence (P34981 whole entry, looked up): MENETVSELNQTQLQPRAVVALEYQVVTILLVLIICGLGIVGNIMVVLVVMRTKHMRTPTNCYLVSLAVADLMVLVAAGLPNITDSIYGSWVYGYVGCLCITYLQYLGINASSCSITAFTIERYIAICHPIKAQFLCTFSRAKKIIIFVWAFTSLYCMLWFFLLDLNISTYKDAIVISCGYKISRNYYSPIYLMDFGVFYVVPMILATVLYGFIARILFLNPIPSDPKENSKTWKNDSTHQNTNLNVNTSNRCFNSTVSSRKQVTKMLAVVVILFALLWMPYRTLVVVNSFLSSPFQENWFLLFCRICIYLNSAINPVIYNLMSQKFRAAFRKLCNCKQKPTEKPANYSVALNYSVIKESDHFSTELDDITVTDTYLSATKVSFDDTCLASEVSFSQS
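TRHR-expressing cells, plated overnight in medium with 10% serum, were loaded with fluo-8 calcium dye at room temperature. After a 10 s baseline, library compound was pin-added and calcium release was recorded kinetically (ex 480/em 530) as agonist response.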
APE1 inh = inhibitors of human APE1 endonuclease; AID 2517; Potency, µM (titrated, usually from 65.8 µM), inactives show at the top dose activity change, negative = inhibition, actives largely listed as inhibitors; 350,000 tested, 0.35% active; recombinant APE1, TAMRA/BHQ-2 abasic DNA cleavage fluorescence;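 also: potency is read from the fitted curve at half-maximal effect; plate controls were vehicle for no effect and reference inhibitor for full effect; nearly all actives have a fitted effect of over 55% in size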
Target sequence (P27695 whole entry, looked up): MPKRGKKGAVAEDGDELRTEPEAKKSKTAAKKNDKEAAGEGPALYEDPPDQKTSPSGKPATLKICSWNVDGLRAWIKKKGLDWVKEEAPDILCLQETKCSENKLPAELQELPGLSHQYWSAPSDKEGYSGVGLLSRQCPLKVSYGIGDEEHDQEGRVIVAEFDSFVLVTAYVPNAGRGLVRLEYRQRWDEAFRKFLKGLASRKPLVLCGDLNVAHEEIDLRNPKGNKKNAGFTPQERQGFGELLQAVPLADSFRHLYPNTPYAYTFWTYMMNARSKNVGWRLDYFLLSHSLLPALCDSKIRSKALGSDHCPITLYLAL
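APE1 at 0.75 nM preincubated 15 min at room temperature with compound. Reaction then started with 50 nM double-stranded THF-abasic substrate labelled with TAMRA/BHQ-2, and 525/598 nm fluorescence read kinetically. Activity taken as third-minus-first read difference, normalized to DMSO and NSC13755 controls.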
POLI inh = inhibitors of human DNA polymerase iota. Q9UNA4. Pol iota fluorescent replication assay, 10 min. Potency, µM (series often up to 115 µM), inactives show at the highest dose activity, negative = inhibition, usual class: inhibitors. 390,000 tested, 1% active; also: potency is read from the fitted curve at half-maximal effect
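Pol iota at 10 nM preincubated 15 min with compounds at room temperature; reaction started with fluorescent substrate, 50 nM final. Fluorescence read kinetically at 0 and 10 min; buffer-only wells as negative control.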
Anesthetic bind = candidate novel general anesthetic via apoferritin binding; P02791; apoferritin/1-aminoanthracene competitive binding, fluorescence; Potency, µM (doses to about 77.5 µM), inactives show top-dose activity change, negative = displacement, most hits filed as inhibitors; 350,000 tested, 0.074% active; AID 485281; also: potency is read from the fitted curve at half-maximal effect; % is scaled to controls: 0 for no effect and ±100 for the full control effect; nearly all actives have a fitted effect of over 20% in size
Target sequence (P02791 2-175 limits assumed): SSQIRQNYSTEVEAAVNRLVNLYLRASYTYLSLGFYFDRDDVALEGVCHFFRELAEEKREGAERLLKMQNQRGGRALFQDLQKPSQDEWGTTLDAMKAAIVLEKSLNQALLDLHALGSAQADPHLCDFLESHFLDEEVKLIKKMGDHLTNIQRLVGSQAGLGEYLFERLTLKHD
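Horse-spleen apoferritin (10 uM) in 50% saturated 1-aminoanthracene in PBS was incubated 10 min at room temperature with compound. Fluorescence (ex 380, em 535 nm) was normalized to free and bound 1-AMA, with concentration-response fitted by a four-parameter Hill equation.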
BLM helicase inh = Bloom syndrome helicase (human) inhibition | P54132 | recombinant BLM DNA unwinding, fluorescence dequenching | Potency, µM (doses to about 56.1 µM), for the others: top-dose activity change, negative = inhibition, hits mostly inhibitors | 350,000 tested, 0.2% active;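 also: potency is read from the fitted curve at half-maximal effect; plate controls were vehicle for no effect and no enzyme for full effect; nearly all actives have a fitted effect of over 35% in size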
* hit, by the source's call; u = inconclusive; x = not tested or not shown; & = joins results of further samples; [ ] = another dose, or the depositor's remark. Unless noted, calls follow the shape of the dose curve; as a rule, active = well fitted curve in the direction sought with a large enough effect; inconclusive = small, poorly fitted or top-dose-only effect, or another doubt; inactive = no such curve, though single readings can be large; an effect the other way counts as inactive or inconclusive. Not all compounds are listed; the hit share may differ from the screen's.

SMILES	Pol kappa inh	ERG-DNA inh	Pol beta inh	12-LOX inh	TRHR agonist	APE1 inh	POLI inh	Anesthetic bind	BLM helicase inh
O=C(c1cnsn1)N1CCCC(Nc2ccc(F)c(F)c2)C1 (configuration not stated)	4%	-11%	6%	u	-0.5	u	-16%	u	-1%
CCOC(=O)c1c(NC(=O)c2ccc(C)c(C)c2)sc2c1CCCCC2	0%	-3%	-1%	2%	1.1	x	18%	-14%	0%
Cc1ccc(NS(=O)(=O)c2ccc3c(c2)CCCN3C(=O)C2CCC2)cc1Cl	-16%[60.1 µM]	7%	2%	-2%	-0.1	x	-3%	42%[activator]	-17%
CN(C)C(=O)Cn1c(=O)n(C)c2ccccc21	-15%	-1%	21%	0%	0.3	0%	1%	-6%	-2%
CC1=CC=CC2=N/C(=N\S(=O)(=O)c3ccc(F)cc3F)c3ccccc3CN12	-12%	-10%	1%	-10%	0.1	-4%	7%	-20%	-3%
CCOCCCn1c(=S)[nH]c2ncccc2c1=O	1%	3%	13%	-17%	-0.2	-6%	15%	-5%	-2%
CCOC(=O)N1CCc2c(sc3c2c(=O)n(-c2ccccc2C(F)(F)F)c(=O)n3Cc2ccccc2C)C1	-18%	-2%	9%	-8%	-2.1	x	18%	0%	-13%
O=S(=O)(c1cccc(F)c1)N1CCN(c2nc(-c3cccnc3)nc3ccccc23)CC1	8%	2%	x	43%&-2%[activator]	x	1%	28%	x	x
COC(=O)c1c(SC)nc2ccccc2c1OCc1ccccc1Cl	7%	8%	-2%	-9%	1.1	x	0%	-9%	-7%
Cc1cc(C)c(C)c(Oc2ncnc(N)c2[N+](=O)[O-])c1	-19%	-2%	20%	-14%	-0.5	4%	12%	u	-7%
O=C(COc1ccc2ccccc2c1)N1CCN(c2ccccc2O)CC1	-6%	7%	-13%	-9%	-0.2	-4%	0%	u	-6%
COc1ccc(/C=C(\NC(=O)c2ccc(C)cc2)C(=O)NCCCN2CCOCC2)cc1OC	-1%	-5%	27%	-5%	1.1	17%	34%[activator]	-5%	4%
CCN(CC)CCN(C(=O)C1=COCCO1)c1nc2cc(C)cc(C)c2s1	-8%	32%[activator]	u	0%	0.8	-7%	21%	-15%	24%
CCOc1ccc(NC(=O)C2CCN(S(=O)(=O)c3c(C)noc3/C=C/c3c(C)cc(C)cc3C)CC2)cc1	-15%[60.1 µM]	-4%	-2%	-20%	0.3	x	28%	-13%	-4%
COC(=O)C1=C(C(=O)OC)[C@@H]2N(Cc3ccccc3)c3ccccc3[C@@]23C[C@@H](C(=O)OC)N(C(=O)C2CCC2)C3=N1	0%	-12%	x	x	x	-1%[12.4 µM]	21%	x	-6%[12.4 µM]
COc1ccc(Nc2nc(-c3cccs3)nc3ccccc23)cc1	-3%	1%	-19%	u	0.4	-10%	-7%	24%	-9%
CC(=O)N1CCN(CC(=O)Nc2cc(S(=O)(=O)N3CCOCC3)ccc2C)CC1	-6%	-3%	1%	-4%	0.3	-1%	-6%	-5%	-4%
COc1ccc(CN2C(=O)C(C)Oc3ccccc32)cc1 (configuration not stated)	7%	15%	41%	0%	-0.9	1%	33%[activator]	u	0%
CCN(CC)C(=O)[C@H]1CC(CC(=O)NCc2ccc(OC)c(OC)c2)C(=O)N2CCc3c([nH]c4ccc(OC)cc34)[C@]12C (some centres not stated)	-12%	-18%	x	4%	x	-1%	u	x	x
O=c1c2ccccc2c(C=NCCCN2CCOCC2)c(O)n1Cc1ccc2c(c1)OCO2	-22%	-9%	16%	5%	1.5	-2%	62%[activator]	-8%	-7%
COc1ccccc1NC(=O)Cn1c(SCC(=O)NCc2ccccc2)nc2ccccc21	-7%[60.1 µM]	4%	-4%	-25%	-1.1	x	0%	13%	-1%
Cc1ccc(NCC(=O)N=Nc2c(O)[nH]c3ccc([N+](=O)[O-])cc23)cc1	-26%	3%	-4%	0%	-0.8	-2%	u	-8%	2%
CCOc1ccccc1-c1nnc(SCC(=O)NC2CC2)n1CC	0%	8%	14%	458%[activator]	-0.1	17%	-20%	-5%	-3%
Cc1cc(-c2n[nH]c(=S)n2/N=C/c2ccc(C)o2)n[nH]1	-2%	3%	-1%	1%	-0.2	-7%	-20%	-1%	-3%
O=C(COc1ccccc1)NCc1nnc2c3ccccc3c(-c3ccccc3)nn12	-1%	-1%	0%	0%	-1.2	1%	13%	-8%	4%
Oc1ccccc1C=NNC(=S)Nc1ccc(F)cc1	0%	6%	x	u	x	x	2%	x	x
C1CCc2c(nc3nnnn3c2N2CCOCC2)C1	-2%	-4%	34%	0%	0.3	18%	18%	-7%	-2%
Cc1csc(=O)n1CCC(=O)OCC(=O)c1ccc(Br)cc1	1%	15%	x	u	-0.6	41%	8%	x	x
CCNC(=S)Nc1ccc(Cl)cc1Cl	-13%	-6%	0%	-16%	-1.0	0%	10%	-9%	-1%
Cc1c(Cl)cccc1NC(=O)COC(=O)c1ccc(CN2CCCC2=O)cc1	5%	-7%	x	3%	0.9	-2%	20%	x	x
Cc1ccc(C(=O)NC23CC4CC(CC(C4)C2)C3)c(Cl)c1	11%	7%	60%	14%	-0.7	-3%	-2%	u	0%
O=C(NCCc1ccccc1)C1c2ccccc2C(=O)N1Cc1cccs1 (configuration not stated)	2%	9%	31%	10%	0.1	1%	u	-4%	-3%
CCOC(=O)C1=C(C)NC(C)=C(C(=O)OCC)C1c1ccc(Br)o1	-10%	-8%	u	-18%	-0.9	-4%	27%	0%	-22%
COC(=O)C(C(=O)OC)C(C(C)C)C(C(=O)OC)C(=O)OC	3%	5%	6%	-8%	0.4	-2%	21%	9%	-4%
CCOC(=O)c1c(NC(=O)CN2CCCc3ccccc32)sc(C(C)=O)c1C	5%	x	23%[57.1 µM]	11%	0.0	7%	8%	-12%	7%
CN(CC(=O)Nc1ccc(F)c(F)c1F)C(=O)CN1C(=O)NC2(CCCC2)C1=O	-28%	2%	x	-1%	0.1	-10%	0%	x	x
CN(C)c1ccc(C(=O)OCC(=O)N2CCOCC2)cc1	-6%	6%	9%	-2%	-0.2	-1%	108%[activator]	1%	-2%
O=C(CSc1ncnc2c1cnn2CCc1ccccc1)Nc1cccc(C(F)(F)F)c1	-12%	-4%	4%	0%	0.9	10%	-1%	-19%	-6%
CC(=O)NS(=O)(=O)c1ccc(NC(=O)/C=C/c2ccccc2Cl)cc1	-10%	u	86%	0%	-0.2	-1%	-1%	-10%	3%
O=C(NC1CC(=O)N(c2ccc(F)cc2)C1)c1cc2ccccc2o1 (configuration not stated)	-6%[60.1 µM]	1%	-3%	-21%	0.0	x	19%	6%	1%
COc1ccccc1C(=O)Nc1ccc(S(=O)(=O)NC2=NCCCCC2)cc1	2%	-1%	26%	-21%	-0.2	-3%	-11%	-6%	1%
CCCn1cc(S(=O)(=O)c2cc(C)ccc2C)c(=O)c2cc(F)c(N3CCN(CC)CC3)cc21	-11%	-2%	18%	u	0.1	x	1%	u	4%
CCOC(=O)c1cc2c(=O)n3ccccc3nc2n(CCOC)c1=NC(=O)c1c(-c2c(F)cccc2Cl)noc1C	-10%&-10%	8%&-1%	-21%&37%	-11%&1%	1.0&-0.2	-1%	102%&3%[activator]	-1%&52%	-3%&2%
CC[C@]1(c2ccccc2)C(=O)N(C(=O)OC)N1C(=O)OC	-16%	5%	8%	19%	-0.7	-3%	4%	-2%	-2%
Nn1c(Cc2cccc3ccccc23)nnc1SCn1nnc2ccccc2c1=O	6%	11%	24%	26%	-0.5	-1%	4%	u	-8%
CCOc1ccccc1N1CCN(C(=O)c2ccccc2SCC(=O)N2CCCC2)CC1	-8%	-21%	-1%	-1%	-0.8	26%	19%	-12%	0%
COc1cc(/C=C2\SC(=S)N(CCC(=O)Nc3ccccc3)C2=O)cc(OC)c1OC	3%	34%[activator]	2%	-11%	14	4%	76%[activator]	-6%	0%
CCOC(=O)C1C(c2ccccc2)NC(=S)NC1(C)O (configuration not stated)	4%	9%	25%	13%	1.2	17%	89%[activator]	-4%	-3%
Cc1ccc(-n2nc3c(=O)n(C(C)C(=O)NCCCc4ccccc4)nc(C)c3c2C)cc1 (configuration not stated)	-4%	-11%	22%	-20%	-0.7	31%	u	-9%	-5%
Cc1cccc(C(=O)OCC(=O)N(C)c2ccccc2)c1C	-4%	-11%	-10%	5%	2.0	67%	-7%	-5%	-2%
COc1ccc(-c2cc(C(F)(F)F)c(C#N)c(=O)[nH]2)cc1	2%	-3%	-3%	-1%	-0.9	-3%	7%	49%[activator]	-3%
CCN(CC)c1ccc(NC(=O)CN2C(=O)c3cccnc3Oc3ccccc32)c(C)c1	-6%	1%	-8%	-30%	-1.0	x	10%	u	-3%
COc1cccc(Nc2nc(-c3ccccc3O)nc3ccccc23)c1	-19%	-1%	8%	u	-0.6	22%	17%	11%	-12%
Cc1ncc(CO)c2c1Oc1nc(-c3ccccc3F)nc(SCC(=O)N(C)c3ccccc3)c1C2	-8%	-5%	15%	x	0.5	-19%	u	u	-16%

In a second layout: results already given.
SMILES | Pol kappa inh | ERG-DNA inh | Pol beta inh | 12-LOX inh | TRHR agonist | APE1 inh | POLI inh | Anesthetic bind | BLM helicase inh
Cc1ccc(-n2nc3c(=O)n(C(C)C(=O)NCCCc4ccccc4)nc(C)c3c2C)cc1 (configuration not stated) | -4% | -11% | 22% | -20% | -0.7 | 31% | u | -9% | -5%
CCN(CC)c1ccc(NC(=O)CN2C(=O)c3cccnc3Oc3ccccc32)c(C)c1 | -6% | 1% | -8% | -30% | -1.0 | x | 10% | u | -3%
